Source: PubChem BioAssay (National Center for Advancing Translational Sciences (NCATS))
RECQ1 inh = inhibitors of human RECQ1 DNA helicase; P46063; RECQ1 DNA unwinding, red fluorescence kinetic read; Potency, µM (series often up to 57.3 µM), inactives show at the top dose activity, negative = inhibition, actives largely listed as inhibitors; AID 2549; 240,000 tested, 0.54% active; active means well fitted inhibition curve with a large enough effect; inconclusive means small, poorly fitted or top-dose-only effect;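 further: plate controls were vehicle for no effect and no enzyme for full effect; nearly all actives have a fitted effect of over 30% in size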
Target sequence (P46063 whole entry, looked up): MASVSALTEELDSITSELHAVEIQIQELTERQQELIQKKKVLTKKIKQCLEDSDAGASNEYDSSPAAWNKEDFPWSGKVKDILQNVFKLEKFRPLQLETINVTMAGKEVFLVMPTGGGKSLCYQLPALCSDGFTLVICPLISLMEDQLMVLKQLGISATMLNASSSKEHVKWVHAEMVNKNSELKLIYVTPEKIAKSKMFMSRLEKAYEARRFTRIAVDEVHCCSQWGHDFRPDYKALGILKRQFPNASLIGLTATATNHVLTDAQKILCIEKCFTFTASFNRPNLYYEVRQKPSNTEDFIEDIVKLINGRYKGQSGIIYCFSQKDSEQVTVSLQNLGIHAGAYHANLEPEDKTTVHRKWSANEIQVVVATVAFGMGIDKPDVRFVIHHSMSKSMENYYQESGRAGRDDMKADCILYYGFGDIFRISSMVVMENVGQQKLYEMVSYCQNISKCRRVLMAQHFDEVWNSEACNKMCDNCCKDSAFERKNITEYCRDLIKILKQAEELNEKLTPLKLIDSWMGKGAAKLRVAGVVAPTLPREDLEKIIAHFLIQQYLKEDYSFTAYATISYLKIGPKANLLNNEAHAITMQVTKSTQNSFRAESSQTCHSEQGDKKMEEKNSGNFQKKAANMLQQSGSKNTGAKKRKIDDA
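50 nM RECQ1T1 preincubated 15 min with compound in Tris pH 8.0 buffer with MgCl2, DTT, Tween-20 and 2.5 ug/ml poly(dI-dC); started with 200 nM TAMRA/BHQ-2 forked duplex and 2 mM ATP. Unwinding read as fluorescence (525/598 nm), two reads 2 h apart.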
JMJD2E inh = blocks human JMJD2E demethylase activity. JMJD2E catalytic domain, FDH-coupled NADH fluorescence (FDH is formaldehyde dehydrogenase). B2RXH2. Potency, µM (doses to about 57.1 µM), for inactives: top-dose activity change, negative = inhibition, usual class: inhibitors. 230,000 tested, 1.6% active. AID 2147; active means well fitted inhibition curve with a large enough effect, not every such curve was filed as active; inconclusive means small, poorly fitted or top-dose-only effect, or another doubt; inactive means no such curve, though single readings can be large or run the other way;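 further: 0% = wells with enzyme and -100% = buffer wells without enzyme; nearly all actives have a fitted effect of over 50% in size; many of its hits are not listed in these tables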
* marks the source's active call; other numbers are inactive results; i = inactive; ? = inconclusive; [ ] = another dose, or the depositor's remark. Potency means the concentration at half of the fitted maximal effect. This is a subset (hit frequency here may not be typical).

[1] Cc1ccc(Cn2cccc(NC(=O)CCC3CCCC3)c2=O)cc1
[2] Cc1ccc(SCC(=O)Nc2c(Br)cnn2C)cc1
[3] CCOC(=O)CCc1c(C(=O)OCC)[nH]c(CC)c1C(=O)OCc1ccccc1
[4] CC(=O)O/C(=C\c1cn(C(C)=O)c2ccccc12)C(=O)O
[5] COCCNC(=O)CSc1nc2scc(-c3ccccc3)c2c(=O)[nH]1
entry no. | 1 | 2 | 3 | 4 | 5
RECQ1 inh | i | -1% | 3% | i | -6%
JMJD2E inh | ? | 3% | 2% | -19% | -3%

[6] CCOC(=O)C(C)Oc1cccc2c(=O)n(CC(=O)NCCc3ccccc3)ccc12 (stereo not drawn)
[7] COc1ccc(OC)c(/C=N/NC(=O)c2cc3c(OC)cccc3[nH]2)c1
[8] O=C1CC(c2ccccc2Oc2cccc(Cl)c2)C(n2cncn2)C(=O)C1C1NCCc2ccccc21 (stereo not drawn)
[9] CCC(=O)Nc1ccc(C(=O)CSc2nc(N)cc(N)n2)cc1
[10] Cc1cccc(N(C(=O)CS(=O)CC(=O)Nc2ccc3c(c2)OCO3)C(C)C(=O)NC2CCCC2)c1C (stereo not drawn)
entry no. | 6 | 7 | 8 | 9 | 10
RECQ1 inh | -3% | -17% | -5% | 6% | i
JMJD2E inh | ? | ? | 2% | 16% | 7%

Quoted from the listing:
`Cc1cccc(N(C(=O)CS(=O)CC(=O)Nc2ccc3c(c2)OCO3)C(C)C(=O)NC2CCCC2)c1C` (stereo not drawn) @ JMJD2E inh = 7%
`O=C1CC(c2ccccc2Oc2cccc(Cl)c2)C(n2cncn2)C(=O)C1C1NCCc2ccccc21` (stereo not drawn) @ RECQ1 inh = -5%
`COc1ccc(OC)c(/C=N/NC(=O)c2cc3c(OC)cccc3[nH]2)c1` @ RECQ1 inh = -17%
`CCOC(=O)C(C)Oc1cccc2c(=O)n(CC(=O)NCCc3ccccc3)ccc12` (stereo not drawn) @ RECQ1 inh = -3%

Going on with the list:
[11] CN(c1ccccc1)S(=O)(=O)c1cccc(NC(=O)c2ccncc2)c1
[12] COc1ccccc1NC(=O)NCc1nc(-c2ccc(C(F)(F)F)cc2)no1
[13] O=C(CSc1nc2ccccc2o1)N/N=C/c1ccccc1C(=O)O
[14] COc1ccc(Br)cc1C(C[N+](=O)[O-])c1c(N)n(C)c(=O)n(C)c1=O (stereo not drawn)
[15] Cn1nc(C(F)(F)F)c2cc(C(=O)Nc3ccc(F)c(Cl)c3)sc21
entry no. | 11 | 12 | 13 | 14 | 15
RECQ1 inh | -9% | -2% | 14% | -7% | -22%
JMJD2E inh | -3% | 2% | 4% | -4% | -21%

[16] CCCC(=O)Nc1nnc(-c2ccc3c(c2)OCO3)s1
[17] O=S(=O)(NCc1ccccc1)c1cccc2nsnc12
[18] O=C(O)c1ccc(N/N=C/c2cccc3cccnc23)cc1
[19] Cc1cccc(N2C(=O)CC(Cn3nc(C)cc3C)C2=O)c1 (stereo not drawn)
[20] CC(C)C(=O)O/N=C(\N)c1ccc(Oc2ccc(Cl)cc2)c([N+](=O)[O-])c1
entry no. | 16 | 17 | 18 | 19 | 20
RECQ1 inh | -7% | -6% | -19% | -5% | -10%
JMJD2E inh | ? | -14% | ? | 2% | 6%

[21] CSc1nc(N)n2nc(-c3ccc(Cl)cc3)cc2n1
[22] CCN1CCN(C(=O)C23CCC(C)(C(=O)C2Br)C3(C)C)CC1 (stereo not drawn)
[23] COc1ccc(NC(=O)COC(=O)c2cc(OC)c(OC)c(OC)c2)c([N+](=O)[O-])c1
[24] O=C(Cc1cccs1)N1CCN=C1SCc1cccc(F)c1
[25] CCNc1nc(NCC)nc(Oc2ccc(C(=O)OC)cc2)n1
entry no. | 21 | 22 | 23 | 24 | 25
RECQ1 inh | -1% | -3% | 7% | -3% | -5%
JMJD2E inh | 1% | 5% | 8% | 0% | -1%

[26] CCOC(=O)/C(C#N)=N/Nc1ccccc1C#N
[27] O=C(NCc1nc(-c2ccc(C(F)(F)F)cc2)no1)Nc1ccc(OC(F)(F)F)cc1
[28] Cc1oc(-c2ccc(Cl)cc2)cc1C(=O)O
[29] FC(F)(F)c1nc(-c2ccccc2)ncc1-c1nnnn1-c1ccccc1
[30] S=C1SCN(CC2CC2)CN1CC1CC1
entry no. | 26 | 27 | 28 | 29 | 30
RECQ1 inh | -2% | -10% | i | -22% | -19%
JMJD2E inh | 0% | -1% | -27% | -3% | 18%

[31] CN(C)c1ccc(S(=O)(=O)N2CCCCC2)cc1NC(=O)COc1ccccc1F
[32] CCCCOc1ccc(-c2ncc(N)cn2)cc1
[33] CCOc1ccc(-n2nnc3c(=O)n(CC(=O)NCc4ccco4)cnc32)cc1
[34] COc1ccc(CN(Cc2cccn2C)S(=O)(=O)c2ccccc2)cc1
[35] Cc1cccc(C)c1NC(=O)COC(=O)c1cc(=O)c2ccccc2o1
entry no. | 31 | 32 | 33 | 34 | 35
RECQ1 inh | 0% | i | -9% | -1% | i
JMJD2E inh | 3% | ? | -4% | -7% | 5%

[36] O=C(O)COc1ccccc1/C=N/NC(=O)CSc1nnc(SCc2ccccc2)s1
[37] O=C(NCc1ccco1)C1CCCN1S(=O)(=O)c1ccccc1C(F)(F)F (stereo not drawn)
[38] Cc1nc(-c2ccc(Cl)cc2)sc1C(=O)NN
[39] O=C(CCn1c(=O)oc2ccccc21)NCCC1=CCCCC1
[40] COc1ccc(OC)c(S(=O)(=O)Nc2ccc3c(c2)C(=O)OC3)c1
entry no. | 36 | 37 | 38 | 39 | 40
RECQ1 inh | -1% | i | -11% | -7% | 23%
JMJD2E inh | -6% | -5% | 8% | -5% | -1%

[41] COc1cccc(/C=N/NC(=S)Nc2cccc(S(=O)(=O)N(C)C)c2)c1
[42] Cc1csc2c(=O)sc(NC(=O)c3cccs3)nc12
[43] CCOC(=O)c1ccc(N2C(=O)CC(C)(CC)CC2=O)cc1
[44] CC(C)C(=O)NNC(=O)c1csc(-c2cccs2)n1
[45] O=c1c(-c2ccc([N+](=O)[O-])cc2)coc2c(O)c(O)ccc12
entry no. | 41 | 42 | 43 | 44 | 45
RECQ1 inh | 2% | 4% | -2% | -1% | 8.9µM*
JMJD2E inh | 0% | 9% | -3% | ? | 14µM*

[46] COc1cccc(F)c1C(=O)NC(=O)Nc1ccc2nc(C)oc2c1
[47] CC(/C=N/Nc1ccc2nncn2n1)=C\c1ccccc1
[48] COc1cc(NS(=O)(=O)c2ccc(NC(=S)NC(=O)c3ccco3)cc2)nc(OC)n1
[49] CN(C)C1=C(Cl)C(=O)N(c2ccc(Cl)c(Cl)c2)C1=O
[50] CCN(C(=O)c1cc2c(C)nc3ccccc3c2o1)c1cc(Cl)ccc1OC
entry no. | 46 | 47 | 48 | 49 | 50
RECQ1 inh | 35µM* | -3% | -8% | -11% | 8%
JMJD2E inh | ? | -11% | -4% | 4% | -17%

Compound profiles, from the list above. Order of screens: RECQ1 inh, JMJD2E inh
`CCN(C(=O)c1cc2c(C)nc3ccccc3c2o1)c1cc(Cl)ccc1OC` across the screens: 8%, -17%
`COc1cc(NS(=O)(=O)c2ccc(NC(=S)NC(=O)c3ccco3)cc2)nc(OC)n1` across the screens: -8%, -4%

Three structures already listed, arranged by formula weight, high to low:
[23] COc1ccc(NC(=O)COC(=O)c2cc(OC)c(OC)c(OC)c2)c([N+](=O)[O-])c1
[35] Cc1cccc(C)c1NC(=O)COC(=O)c1cc(=O)c2ccccc2o1
[39] O=C(CCn1c(=O)oc2ccccc21)NCCC1=CCCCC1
entry no. | 23 | 35 | 39
RECQ1 inh | 7% | i | -7%
JMJD2E inh | 8% | 5% | -5%

Other structures
[51] Cc1nc(-c2ccc(S(=O)(=O)N3CCN(Cc4ccccc4)CC3)s2)cs1
[52] Cc1ccc(NC(=S)N(CCN2CCOCC2)Cc2cc3cc4c(cc3[nH]c2=O)OCCO4)cc1
[53] CC1CC(C)CN(CCCNC(=O)C2CCN(c3ncnc4c3sc3cccc(F)c34)CC2)C1 (stereo not drawn)
[54] CCN(CC)S(=O)(=O)c1cccc(NC(=O)CCNC(=O)c2ccc([N+](=O)[O-])cc2)c1
[55] NC(=S)N/N=C/c1coc2ccc(Br)cc2c1=O
entry no. | 51 | 52 | 53 | 54 | 55
RECQ1 inh | -14% | -6% | 10% | -16% | -14%
JMJD2E inh | -2% | ? | -15% | 3% | -16%

[56] Cc1c2c(=O)n(-c3nc4ccccc4s3)nc-2cc(O)n1Cc1ccccc1
[57] O=C(CCN1CCCCC1)N/N=C/c1c[nH]c2ccccc12
[58] Clc1cnc2nc(SC/C=C/c3ccccc3)[nH]c2c1
[59] CC(C)(C)C(=O)O/N=C(\N)c1ccc(Oc2cc(Cl)cc(Cl)c2)c([N+](=O)[O-])c1
[60] O=C(c1cccc(F)c1)N1CCN(S(=O)(=O)Cc2ccccc2)CC1
entry no. | 56 | 57 | 58 | 59 | 60
RECQ1 inh | 22µM* | 0% | 0% | -9% | 1%
JMJD2E inh | ? | -1% | 9% | 0% | 1%

[61] Cc1ccc(-n2nc(C)c3c(C)c(CCC(=O)Nc4ccc(CN5CCCC5)cc4)c(C)nc32)cc1
[62] O=C(Nc1cccc(-c2nc3cccnc3s2)c1)c1ccc(Cl)nc1
[63] COc1ccc(/C=C/c2cc(C(=O)O)c3ccccc3n2)cc1
[64] COc1ccc(CN2C(=O)c3cccc4cccc(c34)C2=O)cc1
[65] C=CC[N+]1(CC(=O)NCc2ccc(NC(C)=O)cc2)CCOCC1
entry no. | 61 | 62 | 63 | 64 | 65
RECQ1 inh | -5% | -2% | -4% | -1% | -8%
JMJD2E inh | ? | ? | ? | ? | -16%

Values by screen from the list:
JMJD2E inh for nos. 61 to 65: ?, ?, ?, ?, -16%
RECQ1 inh for nos. 61 to 65: -5%, -2%, -4%, -1%, -8%

Additional results:
[66] CN1C2=CC=CC=CC2=[N+](C)C12C([N+](=O)[O-])=CC(=[N+]([O-])[O-])C=C2[N+](=O)[O-] (stereo not drawn)
[67] CN(C)c1ccc(C=NC(CO)C(O)c2ccc([N+](=O)[O-])cc2)cc1 (stereo not drawn)
[68] O=C(NCc1nc(-c2ccc(C(F)(F)F)cc2)no1)Nc1cc(Cl)cc(Cl)c1
[69] Cc1cccc(N2CCN(C(=O)c3ccc4nc(N5CCCCC5)sc4c3)CC2)c1C
[70] COc1cccc(C(=O)NC2CC3CCCC(C2)N3S(=O)(=O)c2ccccc2)c1 (stereo not drawn)
entry no. | 66 | 67 | 68 | 69 | 70
RECQ1 inh | 4% | -9% | -1% | -14% | -2%
JMJD2E inh | -5% | 58%[activator] | -5% | -21% | 12%

[71] Cc1ccc(S(=O)(=O)N(C)C)cc1NC(=O)C(C)OC(=O)c1ccc2c(c1)OCCO2 (stereo not drawn)
[72] CC(C)=NNC(=O)C1=NNC(=O)C1
[73] CC1S/C(=N/N=C/c2ccco2)N(Cc2ccc(F)cc2)C1=O (stereo not drawn)
[74] COc1ccc(CN2C(=O)C(C)S/C2=N/N=C/c2ccco2)cc1 (stereo not drawn)
[75] CC(C(=O)O)N1CCCCC1 (stereo not drawn)
[76] Cc1ccc(OCC(=O)N/N=C/c2cn(C)c3ccccc23)cc1
[77] COc1ccc(C(c2c(O)nc[nH]c2=O)c2c(O)nc[nH]c2=O)cc1
entry no. | 71 | 72 | 73 | 74 | 75 | 76 | 77
RECQ1 inh | -1% | ? | i | i | 0% | i | -8%
JMJD2E inh | -16% | 0% | -1% | 8% | -13% | -27% | -2%
